# From PubChem BioAssay
# Exocytosis inh = LAMP-1 surface exposure blockers, TALL-104 cells – cell-based, flow cytometry, MLPCN library, primary screen; inhibition, % at 10 µM; TALL-104 LAMP-1 surface exposure; cells stimulated with thapsigargin and PMA; 360,000 compounds, 0.66% hits;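 active = inhibition above about 55%, limit read from the data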
# TWEAK Fn14 block = inhibitors of TWEAK-Fn14 signaling, primary screen, luciferase reporter cells, uHTS; TWEAK-stimulated Fn14 reporter cells, luciferase luminescence, 8 h; inhibition, % at 10 µM; 360,000 compounds, 2% hits; AID 1159606, 2016; in the data active = inhibition above about 50%
# NR2F2 inh = NR2F2 transcriptional activity inhibitors, primary screen, cell-based, luciferase reporter, HEK293T, luminescence | inhibition, % at 8.6 µM | 370,000 compounds, 0.7% hits | AID 686940, 2013 | COUP transcription factor 2 (Homo sapiens), P24468 | HEK293T NGFI-A luciferase reporter;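 active = inhibition above a per-plate cutoff, mean inhibition of test wells between control levels plus 3 SD, cut at about 38% in these data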;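 note: cells cotransfected with COUP-TFII expression vector driving the NGFI-A reporter; 0% = median of COUP-TF2 test wells and 100% = reporter-only cells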
# NCOA3 inh = SRC3 coactivator transcriptional activity inhibitors, primary screen, cell-based, luminescence | Nuclear receptor coactivator 3 (Homo sapiens), Q9Y6Q9 | HEK293 GAL4-SRC3 luciferase reporter | inhibition, % at 3.6 µM | 360,000 compounds, 0.17% hits;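 active = inhibition above a per-campaign cutoff, the mean of all compounds plus 3 SD, cut at about 60% in these data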;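 note: 0% = DMSO-treated cells and 100% = gossypol-treated cells at 36 µM; higher means less SRC3-driven luciferase light from the GAL4 reporter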
# TROY NFkB inh = inhibitors of TROY-driven NF-kB signaling, primary screen, Q293 LMP1-TROYcd cells, NF-kB luciferase, uHTS | Q293 LMP1-TROYcd NF-kB luciferase reporter, 4 h | inhibition, % at 10 µM | 360,000 compounds, 0.98% hits | AID 1347056, 2019;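 active = compounds whose plate-normalised and pattern-corrected inhibition of the luciferase reporter signal at the single screening dose is 50% or more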
# LRH-1 inv ag = LRH-1 (NR5A2) inverse agonists, primary screen, cell-based, luminescence, HEK293T, StAR-luciferase reporter | Nuclear receptor subfamily 5 group A member 2 (Homo sapiens), O00482 | LRH-1 transfected, 24 h | inhibition, % at 3.6 µM | 360,000 compounds, 0.13% hits;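 active = inhibition above the mean inhibition of all tested compounds plus 3 SD, cut at about 73% in these data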;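 note: 0% = DMSO wells and 100% = reporter-only cells lacking LRH-1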
# ABHD5-PLIN5 inh = ABHD5-PLIN5 interaction inhibitors, primary screen, cell lysate, split luciferase complementation, luminescence. Perilipin-5 (Homo sapiens) + 1-acylglycerol-3-phosphate O-acyltransferase ABHD5 (Homo …. Split G. princeps luciferase complementation, 4 h. 360,000 compounds, 0.78% hits. inhibition, % at 4 µM;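 active = inhibition above the mean inhibition across every tested compound plus 3 SD, cut at about 22% in these data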;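 note: 0% = DMSO only wells and the 100% control is not disclosed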
# TLR9-MyD88 block = inhibitors of TLR9-MyD88 association in cells, primary screen, cell-based, CHO, BLA complementation, fluorescence | 340,000 compounds, 0.21% hits | CCF4 FRET ratio | AID 504734, 2011 | inhibition, % at 4.98 µM | Toll-like receptor 9 (Homo sapiens) + Myeloid differentiation primary response protein …;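 active = inhibition above the mean over all tested compounds plus 3 SD, cut at about 21% in these data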;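 note: 0% = DMSO only wells and 100% = clavulanate BLA inhibitor control wells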
# NCOA2 inhibitor = inhibition of GAL4-SRC2 driven luciferase reporter, primary screen, SRC2 inhibitor project, cell-based, luminescence | Nuclear receptor coactivator 2 (Homo sapiens), Q15596 | HEK293 GAL4-SRC2 luciferase reporter | inhibition, % at 9 µM | 370,000 compounds, 0.17% hits | AID 651957, 2012;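 active = inhibition above the mean inhibition of all tested compounds plus 3 SD, set per campaign, cut at about 52% in these data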;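 note: 0% = DMSO treated cells and 100% = cells given Gossypol at 36 µM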
# NCOA1 inh = SRC1 coactivator transcriptional activity inhibitors, primary screen, cell-based, luminescence; Nuclear receptor coactivator 1 (Homo sapiens), Q15788; HEK293 GAL4-SRC1 luciferase reporter; inhibition, % at 3.6 µM; 360,000 compounds, 0.12% hits;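 active = inhibition above the campaign mean plus 3 SD, with each screening campaign given its own cutoff, cut at about 60% in these data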;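 note: 0% = DMSO treated cells and 100% = gossypol at 36 µM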
# Target sequence (Q15788 whole entry, looked up, the tested form may be a part): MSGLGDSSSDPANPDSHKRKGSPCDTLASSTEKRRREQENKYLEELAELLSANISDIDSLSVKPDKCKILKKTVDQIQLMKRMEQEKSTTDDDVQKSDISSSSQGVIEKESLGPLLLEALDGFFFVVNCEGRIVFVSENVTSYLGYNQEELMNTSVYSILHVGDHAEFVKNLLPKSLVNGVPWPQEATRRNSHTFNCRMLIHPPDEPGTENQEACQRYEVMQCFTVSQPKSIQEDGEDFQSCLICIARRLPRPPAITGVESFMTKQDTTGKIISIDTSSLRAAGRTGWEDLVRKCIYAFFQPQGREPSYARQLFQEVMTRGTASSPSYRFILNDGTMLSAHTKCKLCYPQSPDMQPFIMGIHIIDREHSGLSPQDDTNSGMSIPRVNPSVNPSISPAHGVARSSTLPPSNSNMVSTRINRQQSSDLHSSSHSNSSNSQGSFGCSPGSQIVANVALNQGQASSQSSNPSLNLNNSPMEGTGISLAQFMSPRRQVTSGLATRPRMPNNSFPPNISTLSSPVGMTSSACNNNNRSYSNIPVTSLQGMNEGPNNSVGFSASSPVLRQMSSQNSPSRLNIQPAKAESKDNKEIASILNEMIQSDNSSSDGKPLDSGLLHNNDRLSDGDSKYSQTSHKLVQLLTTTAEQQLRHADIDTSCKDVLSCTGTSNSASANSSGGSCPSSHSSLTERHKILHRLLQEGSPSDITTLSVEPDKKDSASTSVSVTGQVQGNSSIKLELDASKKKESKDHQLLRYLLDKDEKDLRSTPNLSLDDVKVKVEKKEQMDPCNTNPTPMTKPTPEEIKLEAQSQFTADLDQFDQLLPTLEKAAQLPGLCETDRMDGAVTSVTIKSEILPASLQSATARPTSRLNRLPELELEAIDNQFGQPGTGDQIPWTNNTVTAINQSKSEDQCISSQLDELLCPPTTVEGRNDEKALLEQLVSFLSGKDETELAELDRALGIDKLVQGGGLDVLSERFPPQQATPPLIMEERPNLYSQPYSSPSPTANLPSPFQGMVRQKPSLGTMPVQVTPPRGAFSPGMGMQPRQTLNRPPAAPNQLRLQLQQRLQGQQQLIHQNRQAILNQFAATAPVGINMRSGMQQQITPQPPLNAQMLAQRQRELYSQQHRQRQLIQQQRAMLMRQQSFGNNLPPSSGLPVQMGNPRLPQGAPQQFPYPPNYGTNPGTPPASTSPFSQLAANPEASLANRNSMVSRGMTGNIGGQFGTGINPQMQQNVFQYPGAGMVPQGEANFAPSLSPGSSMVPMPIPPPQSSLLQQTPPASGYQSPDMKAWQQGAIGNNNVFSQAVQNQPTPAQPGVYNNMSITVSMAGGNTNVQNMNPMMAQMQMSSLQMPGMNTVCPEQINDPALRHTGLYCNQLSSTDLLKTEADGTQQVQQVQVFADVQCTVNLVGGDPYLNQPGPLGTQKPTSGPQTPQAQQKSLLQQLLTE
# NOD2-RIPK2 inh = NOD2-RIPK2 binding disruptors in cells, primary screen, fluorescence, CHO cells, BLA complementation; Receptor-interacting serine/threonine-protein kinase 2 (Homo sapiens), O43353; CCF4 ratio; inhibition, % at 4.98 µM; 360,000 compounds, 0.38% hits; in the data active = inhibition above about 21%;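 note: 0% = vehicle only and 100% = reference blocker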
# * hit, by the source's call; . = no result given.
SMILES,Exocytosis inh,TWEAK Fn14 block,NR2F2 inh,NCOA3 inh,TROY NFkB inh,LRH-1 inv ag,ABHD5-PLIN5 inh,TLR9-MyD88 block,NCOA2 inhibitor,NCOA1 inh,NOD2-RIPK2 inh
CN1C(=O)C(=Cc2ccc(N3CCOCC3)o2)C(=O)N(C)C1=S,-1,6,8,14,-2,-16,5,-5,-11,-21,-1
Cc1cc(OC(=O)N(C)C)nc(SCc2c(Cl)cccc2Cl)n1,-9,-7,5,27,-4,11,15,-4,-6,17,3
C1=NCCc2c1[nH]c1ccccc21,5,36,-13,36,32,49,-3,6,-1,-40,3
CC1=CC(=O)C2=C(C)CC(O)C3C(C)C(=O)OC3C12 (stereo not drawn),-3,-5,4,22,14,14,-4,2,-24,7,-10
C=C[C@@]12CN(C)[C@H]3[C@H]1[C@@]1(C(=O)Nc4ccccc41)C1CC2[C@@H]3CO1,1,-18,1,7,-6,0,6,-12,10,4,-6
O=C1NC(=O)N(CCC2=CCCCC2)C(=O)/C1=C\c1cccs1,5,2,1,-22,5,-8,-31,-8,2,3,1
Cc1cccc(-n2c(O)c(/C=N/NC(=O)c3ccncc3)c(=O)[nH]c2=O)c1,-3,-6,2,11,-5,6,1,.,-22,5,-2
CN1CCN(C(=O)COc2ccc(N(C)S(=O)(=O)c3ccc(F)cc3)cc2)CC1,-1,9,2,31,-13,11,-3,-3,-3,3,4
CCOC(=O)C1=C(N)Oc2cc(C)oc(=O)c2C12C(=O)N1c3c(cc(OC)cc32)C(C)=CC1(C)C (stereo not drawn),0,7,-1,6,5,-21,-7,2,13,5,-13
COc1ccc(CCNCc2ccc(C)s2)cc1OC,-2,0,2,1,-19,5,1,7,-9,6,-1
CCC(=O)OC1(c2ccccc2)CCN(C)CC1C (stereo not drawn),-6,-3,14,4,18,3,-3,.,9,8,-7
COC(=O)C1=C(c2cc3ccccc3s2)C[C@@H]2CC[C@H]1N2C(=O)NCCNC(C)=O,-4,-5,-1,-1,13,21,0,-9,2,-14,-11
C[N+](C)(C)CC1CCCC1=O (stereo not drawn),1,-3,0,11,8,-29,-13,-1,-52,5,7
COC(=O)C1=C(c2ccc(F)cc2OCc2ccccc2)C[C@@H]2CC[C@H]1N2C(=O)NCc1ccc([N+](=O)[O-])cc1,-8,29,16,-24,-10,-4,-2,-12,12,-5,-15
O=C(Cc1ccccc1)N1CCN(C2CCCC2)CC1,-6,-11,9,10,10,-7,-5,-2,-11,-14,-15
CC(=O)N1Cc2cnnn2-c2ccccc2C1C#N (stereo not drawn),-3,10,-4,-17,2,-6,-9,0,-12,-14,-4
COc1ccc(CCN)cc1S(N)(=O)=O,-2,.,15,.,.,14,-1,.,0,.,6
C=C1C(=O)O[C@H]2[C@H]1[C@H](OC(=O)CC(=O)O[C@@H]1C[C@@H](C)[C@@H]3C=CC(=O)[C@@]3(C)[C@H]3OC(=O)C(=C)[C@H]13)C[C@@H](C)[C@H]1C=CC(=O)[C@]12C,-3,17,21,-27,-15,-23,74*,1,-16,-10,7
CC(=O)c1ccc(NC(=O)N2C[C@H]3C[C@@H](C2)c2cccc(=O)n2C3)cc1,18,-11,-15,15,-34,9,-3,4,-27,-2,-2
COc1cccc(OCC(=O)N2CCN(C)CC2)c1,1,49,1,11,48,10,3,-4,-4,-11,6
CCOCCCNC(=O)C1c2cc(OC)c(OC)cc2C(=O)N2CCCCC12 (stereo not drawn),2,-12,5,-8,28,3,-2,0,2,-7,0
CCC(=NCc1ccco1)c1c(O)n(C2CCCCC2)c(=O)[nH]c1=O,-4,4,-2,-9,7,3,1,5,9,6,6
Cc1ccc(OC(=O)N(C)C[C@@H]2OCc3cnnn3CCCC(=O)N([C@@H](C)CO)C[C@H]2C)cc1,0,-10,-8,17,-6,13,-4,-2,12,12,-7
CC1=CC(=C2C(=O)NC(=S)NC2=O)C=C(C(F)(F)F)N1C,-6,-20,-2,0,-6,-2,12,-2,-12,-11,-9
C=C1C2[C@H](OC(C)=O)[C@@H]3CC(=O)[C@]4(C)OC[C@@]3(C)[C@@]4(O)[C@@H](OC(C)=O)[C@H](OC(C)=O)[C@@]2(COC(=O)c2ccccc2)[C@@H](OC(C)=O)C[C@@H]1O (stereo partly drawn),-2,-3,29,3,-1,23,-2,-1,-5,-6,-5
COc1cc2c(c(OC)c1OC)-c1ccc(O)c(=O)cc1[C@@H](N)CC2,4,-2,3,4,-14,-1,10,18,-10,1,-2
CC1=C(C)CC2(C(=O)NC(=O)NC2=O)C(C)C1 (stereo not drawn),6,22,-6,-4,5,13,-3,-14,-20,6,-12
O=c1c2ccccc2nc(/C=C/c2ccccc2)n1-c1ccc(O)cc1,-4,33,8,4,3,21,-3,3,8,-17,3
O=C(C1CC(c2ccccc2O)=NO1)N1CCC2(CC1)OCCO2 (stereo not drawn),-1,20,-47,-93,28,-121,2,6,-59,-106,-5
COCc1cc(C2SCC(=O)Nc3c2c(=O)[nH]n3C(C)C)ccc1OC (stereo not drawn),1,13,16,17,9,-12,-3,-14,-5,-5,2
CN1C(=O)C(=Cc2cccnc2)C(=O)N(C)C1=O,7,-12,-13,12,4,-14,27*,-5,-18,-3,-14
C[C@]12CC[C@H](O)C[C@@H]1CC[C@@H]1[C@@H]2CC[C@]2(C)[C@@H](C(=O)O)C[C@@H]12,-2,3,1,6,5,2,3,-10,9,-19,-5
CCCc1cc(=O)oc2cc(OCC(=O)N3CCC(C(=O)O)(c4ccccc4)CC3)ccc12,-5,-10,-8,-10,-9,17,0,-11,12,-21,-9
CC(ON1CC1(C(F)(F)F)C(F)(F)F)(C(N)=O)C(N)=O (stereo not drawn),4,-5,4,-1,-5,13,0,-12,20,-4,-1
CCOC(=O)COc1ccc2c(c1)c(C(C)=O)c(C)n2Cc1ccccc1,3,-14,4,-26,1,10,-6,-4,24,4,-14
O=C1NC(=O)C(CCc2ccccn2)(Cc2cccc(Cl)c2Cl)C(=O)N1c1ccc(Br)cc1 (stereo not drawn),11,27,-8,-5,23,7,-9,-14,-9,6,-3

# The closing six records of the part above come first, to join the parts.
SMILES,Exocytosis inh,TWEAK Fn14 block,NR2F2 inh,NCOA3 inh,TROY NFkB inh,LRH-1 inv ag,ABHD5-PLIN5 inh,TLR9-MyD88 block,NCOA2 inhibitor,NCOA1 inh,NOD2-RIPK2 inh
CN1C(=O)C(=Cc2cccnc2)C(=O)N(C)C1=O,7,-12,-13,12,4,-14,27*,-5,-18,-3,-14
C[C@]12CC[C@H](O)C[C@@H]1CC[C@@H]1[C@@H]2CC[C@]2(C)[C@@H](C(=O)O)C[C@@H]12,-2,3,1,6,5,2,3,-10,9,-19,-5
CCCc1cc(=O)oc2cc(OCC(=O)N3CCC(C(=O)O)(c4ccccc4)CC3)ccc12,-5,-10,-8,-10,-9,17,0,-11,12,-21,-9
CC(ON1CC1(C(F)(F)F)C(F)(F)F)(C(N)=O)C(N)=O (stereo not drawn),4,-5,4,-1,-5,13,0,-12,20,-4,-1
CCOC(=O)COc1ccc2c(c1)c(C(C)=O)c(C)n2Cc1ccccc1,3,-14,4,-26,1,10,-6,-4,24,4,-14
O=C1NC(=O)C(CCc2ccccn2)(Cc2cccc(Cl)c2Cl)C(=O)N1c1ccc(Br)cc1 (stereo not drawn),11,27,-8,-5,23,7,-9,-14,-9,6,-3
CSCCC(c1nnnn1-c1c(C)cccc1C)N1CCC2(CC1)C(=O)NCN2c1ccccc1 (stereo not drawn),9,30,1,-1,35,13,-2,.,-13,-7,-1
COc1nc2ccccc2c(=O)n1-c1ccc(C)cc1,-7,36,15,13,-1,-16,-7,-10,-9,-17,10
CCN(CC)CCNC(=O)c1c(O)c2ccccc2n(Cc2ccccc2)c1=O,1,5,5,6,-8,-2,6,8,-12,-5,1
ClCCN(CCCl)c1ccc(C=Cc2ccncn2)cc1,2,-32,-30,-59,-60,-123,10,.,2,-40,63*
O=C(c1ccco1)c1cn(Cc2ccccc2)c2ccccc12,0,102*,-9,-27,-26,-19,4,-7,-36,4,0
CCN(CC)c1ccc(N=Cc2c(O)n(Cc3ccco3)c(=O)[nH]c2=O)cc1,10,15,0,1,27,-7,-9,-1,-3,-20,-10
Cc1ccccc1-n1c(O)c(C=Nc2ccc3c(c2)OCO3)c(=O)[nH]c1=O,-2,-2,0,-5,-5,-8,-2,-9,-9,-13,4
Cc1cc(C)cc(OCCOc2cccc(C=C3C(=O)NC(=O)NC3=O)c2)c1,44,-1,-5,-43,-29,-18,10,11,14,-14,-8
CC(C)c1ccc(N2C(=O)CC(=O)NC2=O)cc1,1,19,-12,10,-8,-18,1,3,-7,3,2
NP(=O)(OCC(F)(F)F)Oc1ccccc1 (stereo not drawn),0,-10,2,0,-1,17,-1,4,7,-1,5
CCN1CCN(C(=O)Cc2c(C)n(C(=O)c3ccc(Cl)cc3)c3ccc(OC)cc23)CC1,2,17,4,9,7,15,2,-10,13,21,-2
CCN(CC)C(=O)c1ccc(NC(=O)COc2ccc([N+](=O)[O-])cc2Cl)cc1,-1,-3,-1,5,4,-11,7,5,1,-5,3
CC(C)Sc1nnc(OC(=O)N(C)C)n1-c1ccccc1,-2,-1,-9,11,1,11,-10,-3,-14,-5,-2
O=S1(=O)NCC2(CC2)CN1Cc1ccccc1,-7,10,-12,.,6,-6,-2,.,-11,.,-4
Cc1cccc(N2C(=O)/C(=C/N3CCN(C(=O)c4ccco4)CC3)C(=O)NC2=S)c1,12,1,-9,-2,1,-21,2,-2,-16,-11,-5
O=C(Nc1ccc(C(F)(F)F)cc1)OC1CN2CCC1CC2 (stereo not drawn),-3,1,6,12,-4,-17,-1,-4,13,-28,-1
O=C(NC1CC1)C1CSC(c2cccnc2)=N1 (stereo not drawn),1,7,0,17,3,-12,-7,-1,5,18,-1

# Some of the compounds tested. The share of hits here may be higher or lower than overall.
